Assay outcomes from PubChem.
Platelet DG rel = inhibitors of platelet dense granule secretion, primary screen, cell-based, MLPCN, human platelets | human platelet-rich plasma, SFLLRN dense granule ATP release, luminescence | inhibition, %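 (compounds screened at 7.5 µM in platelet-rich plasma)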 | 0.22% of 300,000 active | AID 1663, 2009;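 active means mean replicate score, as percent of positive control, at or above 50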
TRPC4 block = inhibitors of mouse TRPC4 channel, primary screen, Fluo4 calcium, HEK293 TRPC4beta/mu-opioid cells; Short transient receptor potential channel 4 (Mus musculus), Q9QUQ5; DAMGO-evoked Fluo4 calcium flux; active compounds read low; B-score at 10 µM; 0.39% of 300,000 active; AID 2247, 2010;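 active means B-score over 3 SD under the library average, no early fluorescence shift, positive overall ratio signal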
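Assay system: HEK293 cells with stable TRPC4beta plus mu-opioid receptor expression; Probe or stimulus: DAMGO in two steps, submaximal then maximal; Dosing: single-point compound dosing; Measured by: Fluo4 calcium-dye fluorescence, kinetic read; Read-out basis: B score from integrated Fluo4 fluorescence ratio.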
hERG rescue = hERG rescue from dofetilide block, primary screen, cell-based, CHO-hERG, FluxOR thallium flux, dofetilide IC70 | Voltage-gated inwardly rectifying potassium channel KCNH2 (Homo sapiens), Q12809 | dofetilide IC70 present | activation (rescue from dofetilide block), less the hit threshold, % at 10 µM | 0.51% of 310,000 active;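 active means activation above the mean of controls blocked by dofetilide plus 5 SD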;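 further: thallium influx through hERG after potassium depolarization seen as dye fluorescence rise; in these data hits start at about 4.7%; inactives centre near -7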
TRPC4 PAM = positive allosteric modulators of TRPC4, primary screen, cell-based, mouse TRPC4beta, HEK293 mu-opioid, Fluo-4 calcium; DAMGO EC20, Fluo-4 Ca2+ flux; active compounds read high; B-score at 10 µM; Short transient receptor potential channel 4 (Mus musculus), Q9QUQ5; 0.42% of 310,000 active;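 active means B-score of calcium response area above 5 SD of library B-scores, with initial fluorescence ratio within 5 SD of library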;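 further: B-score of integrated fluorescence ratio over time as area under calcium response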
KCNQ1 block = inhibitors of human KCNQ1 channel, primary screen, cell-based, thallium flux, high-throughput; CHO-K1 KCNQ1, FluxOR thallium flux fluorescence; active compounds read high; B-score at 10 µM; 1.3% of 310,000 active;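 active means compounds whose thallium flux B-score, printed positive for inhibition, exceeds three library SD while starting fluorescence stays within three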;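 further: channel opened by potassium depolarization with thallium stimulus after 20 min compound exposure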
Target sequence (P51787 whole entry, looked up): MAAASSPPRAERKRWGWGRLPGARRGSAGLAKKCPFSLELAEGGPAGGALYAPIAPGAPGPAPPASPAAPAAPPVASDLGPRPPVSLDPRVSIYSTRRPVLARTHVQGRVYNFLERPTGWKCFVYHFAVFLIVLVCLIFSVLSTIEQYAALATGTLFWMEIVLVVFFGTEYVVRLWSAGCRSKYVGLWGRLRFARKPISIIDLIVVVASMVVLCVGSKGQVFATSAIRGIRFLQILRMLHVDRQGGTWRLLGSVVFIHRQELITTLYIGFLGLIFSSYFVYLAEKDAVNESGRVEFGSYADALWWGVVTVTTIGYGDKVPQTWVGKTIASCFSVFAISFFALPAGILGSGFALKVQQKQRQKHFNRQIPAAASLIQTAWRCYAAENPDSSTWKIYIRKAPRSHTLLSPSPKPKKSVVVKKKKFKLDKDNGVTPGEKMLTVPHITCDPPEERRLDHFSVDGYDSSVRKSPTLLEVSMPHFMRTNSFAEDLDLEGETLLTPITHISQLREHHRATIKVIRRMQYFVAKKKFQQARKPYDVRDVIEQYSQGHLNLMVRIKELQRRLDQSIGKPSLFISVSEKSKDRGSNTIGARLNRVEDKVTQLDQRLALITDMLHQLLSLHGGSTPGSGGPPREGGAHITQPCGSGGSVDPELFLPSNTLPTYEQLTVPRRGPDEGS
PolyA inhibitor = polyadenylation inhibitors in yeast reporter cells, primary screen, luminescence, S. cerevisiae. S. cerevisiae SKY197-pL101 polyadenylation reporter, beta-gal luminescence; efflux-impaired pdr1/pdr3 knockout yeast; score 100 = 6 SD above DMSO. calls only at 12 µM. 0.02% of 300,000 active. AID 1875, 2009;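 active means lowest replicate activity score at least 50, where 100 means six control SD above control mean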;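 further: yeast exposed to compound for 9 h at 30 °C; higher score means more reporter readthrough which indicates perturbed polyadenylation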
TRPC4 agonist = activators of mouse TRPC4 channel, primary screen, Fluo4 calcium, HEK293 TRPC4beta/mu-opioid cells; Short transient receptor potential channel 4 (Mus musculus), Q9QUQ5; Fluo4 calcium fluorescence; active compounds read high; B-score at 10 µM; 0.49% of 310,000 active;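 active means B-score above 5 SD of library B-scores, and initial fluorescence ratio not above library mean plus 5 SD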;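 further: positive B-score marks a calcium rise read as TRPC4 activation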
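Assay system – TRPC4beta and mu-opioid receptor HEK293 stable cells · Measured by – Fluo4 fluorescence, kinetic · Schedule – dye loading 45 min room temperature, 110 s kinetic read · Read-out – B-scored integrated calcium fluorescence ratio · Controls – buffer and maximal DAMGO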
DYRK1A inh = rat Dyrk1A kinase inhibitors, primary screen, biochemical, single point, plate reader | Dual specificity tyrosine-phosphorylation-regulated kinase 1A (Rattus norvegicus), Q63470 | ADP-Glo luminescence, NFATc1 peptide | inhibition, % at 12.5 µM | 0.43% of 310,000 active; in the data active means inhibition above about 50%;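 further: plate controls were vehicle with enzyme for no effect and no enzyme for full effect; many of its hits are not listed in these tables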
KCNQ1 act = potentiators or activators of KCNQ1 channel, primary screen, cell-based, thallium flux, high-throughput; 0.35% of 310,000 active; CHO-K1 KCNQ1, thallium flux FluxOR fluorescence; active compounds read high; Potassium voltage-gated channel subfamily KQT member 1 (Homo sapiens), P51787; B-score at 10 µM;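 active means fluorescence ratio B-score, a plate-corrected score, at least three library SD, with initial intensity B-score within 5 SD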
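Schedule – 37 °C overnight plating, 90-min dark dye load, 20-min compound pretreatment · System – stable KCNQ1 CHO-K1 line · Probe or stimulus – thallium- and potassium-containing depolarizing buffer · Measured by – kinetic FluxOR fluorescence, 10 s baseline plus 110 s post-stimulus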
KCNK3 block = human KCNK3 channel inhibitors, primary screen, CHO cells, FluxOR thallium flux, B-score | Potassium channel subfamily K member 3 (Homo sapiens), O14649 | FluxOR fluorescence; active compounds read low | B-score at 10 µM | 0.84% of 340,000 active;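 active means B-score under library mean minus 4 SD, starting fluorescence ratio at most library mean plus 5 SD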;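 further: more negative B-score means stronger inhibition of thallium flux through KCNK3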
KCNK9 inh = KCNK9 potassium channel inhibitors, primary screen, HEK293 cells, thallium flux; B-score at 10 µM; 1.2% of 310,000 active; FluxOR thallium flux fluorescence; active compounds read low;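 active means ratio B-score over 3 SD below the library mean, with starting fluorescence within 5 SD of its mean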;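 further: negative B-score means less thallium flux so channel inhibition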
Target sequence (Q9NPC2 whole entry, looked up): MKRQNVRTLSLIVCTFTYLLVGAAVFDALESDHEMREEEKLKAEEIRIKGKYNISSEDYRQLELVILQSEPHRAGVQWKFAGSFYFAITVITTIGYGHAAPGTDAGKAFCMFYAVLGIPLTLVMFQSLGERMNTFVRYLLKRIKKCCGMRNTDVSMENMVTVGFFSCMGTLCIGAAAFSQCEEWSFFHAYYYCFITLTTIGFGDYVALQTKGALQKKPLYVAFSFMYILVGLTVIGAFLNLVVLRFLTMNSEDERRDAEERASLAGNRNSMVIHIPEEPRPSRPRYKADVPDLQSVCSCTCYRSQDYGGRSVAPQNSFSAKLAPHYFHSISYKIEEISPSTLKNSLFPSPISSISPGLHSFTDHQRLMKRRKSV
Starred values were filed as active, the others as inactive; i = inactive; nt = not tested or not shown. A portion of the library. The share of hits here may be higher or lower than overall.

SMILES	Platelet DG rel	TRPC4 block	hERG rescue	TRPC4 PAM	KCNQ1 block	PolyA inhibitor	TRPC4 agonist	DYRK1A inh	KCNQ1 act	KCNK3 block	KCNK9 inh
COC(=O)c1ccc(-c2cc(C(=O)O)c3cc4c(cc3n2)OCCO4)cc1	-6	i	-8	i	i	i	i	nt	i	i	i
CC(C)c1ccc(Nc2nc(NCc3ccco3)nc(N3CCOCC3)n2)cc1	-5	i	-6	i	i	i	i	6	i	i	i
c1ccc(Cn2nnc3c(N4CCCCCC4)ncnc32)cc1	28	i	-9	i	i	i	i	-3	i	i	i
CCCCNC(=O)c1ccc(NC(C)=O)c(Cl)c1	-1	i	-8	i	i	i	i	-1	i	i	i
CC1(OC(=O)CCc2ccccc2)C(=O)C=C2C=C(c3ccc(C#N)cc3)N(CCN3CCOCC3)C=C2C1=O (stereo not given)	-3	i	-10	i	i	i	i	-3	i	i	i
O=C1CCCc2ccccc2N1Cc1ccc(F)cc1	7	i	-6	i	i	i	i	-7	i	i	i
COc1ccc(C2(c3ccc(OC)cc3)NC(=O)N(CC(=O)Nc3ccc(C(N)=O)cc3)C2=O)cc1	7	i	-6	i	i	i	i	1	i	i	i
CC(C)[C@@H](NC(=O)OC(C)(C)C)C(=O)NCC1CCC(C(=O)N[C@@H](Cc2ccccc2)C(=O)O)CC1 (stereo not given in full)	3	i	-9	i	i	i	i	-3	i	i	i
COc1cc(C)c(C)cc1S(=O)(=O)N1CCN(Cc2ccc3c(c2)OCO3)CC1	5	i	-3	i	i	i	i	0	i	i	i
Cc1cc(C)c2sc(N(CCN(C)C)C(=O)c3cc(Cl)sc3Cl)nc2c1	5	i	-15	i	i	i	i	-4	i	i	i
COC(=O)c1c(-c2ccc(OC)cc2)oc2ccc(-c3cc(OC)c(OC)c(OC)c3)cc12	-2	i	-14	i	i	i	i	1	i	i	i
C=CCn1nc2ccccc2c1OC	1	i	-10	i	i	i	i	-2	i	i	i
CC(C)N1CCN(Cc2ccc(C#CC(C)(C)O)cc2)CC1CCO (stereo not given)	5	i	-5	i	i	i	i	1	i	i	i
CCN(c1ccc2c(c1)OCO2)S(=O)(=O)c1cc(Br)cc2c1N(C(C)=O)CC2	6	i	-8	i	i	i	i	21	i	i	i
CCCCc1ccc(NC(=O)c2c(C)noc2C)cc1	-2	i	-7	i	i	i	i	-9	i	i	i
O=C1CCCc2c1[nH]c1ccc(CN3CCCCC3)cc21	22	i	-8	i	i	i	i	-6	i	i	i
O=C(CCOc1ccc(F)cc1)Nc1nccs1	1	i	-4	i	i	i	i	nt	i	i	i
COc1ccc(C(=O)CSc2ccc3nnc(-c4cccnc4)n3n2)cc1	7	i	-12	i	i	i	i	-5	i	i	i
C1CCN(Cc2nnnn2CC2CCCO2)CC1 (stereo not given)	8	i	-5	i	i	i	i	-2	i	i	i
COc1cc2c(cc1NC(=S)Nc1ccccc1C)oc1ccccc12	2	i	-7	i	i	i	i	2	i	i	i
C=CCn1c(SCC(N)=O)nnc1-c1cc2c(s1)CCC(CC)C2 (stereo not given)	7	i	-5	i	i	i	i	-1	i	i	i
COc1ccc(Cc2nnc(SCC(=O)N3CCCCC3)o2)cc1	10	i	-3	i	i	i	i	32	i	i	i
CCOc1ccccc1NC(=O)C1CCCN(S(=O)(=O)c2ccc(-n3cnnn3)cc2)C1 (stereo not given)	2	i	-3	i	i	i	i	-2	i	i	i
O=C(NCc1ccccn1)C(=O)Nc1ccccc1	9	i	-5	i	i	i	i	0	i	i	i
CC1(OC(=O)CCc2ccccc2)C(=O)C=C2C=C(C3CC3)OC=C2C1=O (stereo not given)	-4	i	-8	i	i	i	i	nt	i	nt	i
CC(/C=N/NC(=O)COc1ccccc1C)=N\NC(=O)COc1ccccc1C	-1	i	-7	i	i	i	i	-3	i	i	i
O=[N+]([O-])c1ccc(S(=O)(=O)N2CCN(Cc3ccco3)CC2)cc1	0	i	-2	i	i	i	i	2	i	i	i
Cc1cc(C)nc(/N=C(\N)Nc2ccc3c(c2)OCCO3)n1	1	i	-10	i	i	i	i	3	i	i	i
CCOC(=O)Cn1nnnc1CN1CCN(c2ccc(OC)cc2)CC1	-1	i	-8	i	i	i	i	-3	i	i	i
CN(CC(=O)O)S(=O)(=O)c1ccc2[nH]c(=O)c(=O)[nH]c2c1	-2	i	-17	i	i	i	i	-2	i	i	i
Cc1cc2cc(CCNC(=O)C3c4ccccc4Oc4ccccc43)c(=O)[nH]c2cc1C	-55	i	-9	i	i	i	i	nt	i	nt	i
CC(=O)Nc1ccc(NC(=O)COC(=O)c2n[nH]c3ccccc23)cc1	1	i	-8	i	i	i	i	2	i	i	i
CCN(CC)Cc1c(O)c(Cl)cc2c(C)c(C)c(=O)oc12	3	i	-8	i	i	i	i	3	i	i	i
CCCc1cc(-c2n[nH]c(=S)n2Cc2ccccc2)cs1	2	i	-9	i	i	i	i	-6	i	i	i
Cc1ccc(C(=O)Nc2ccc(C(=O)N3CCCCC3)cc2)cc1	-2	i	-16	i	i	i	i	1	i	i	i
O=c1[nH]c(=S)[nH]cc1Oc1ccc(Cl)cc1Cl	4	i	-9	i	i	i	i	-3	i	i	i
O=C(Nc1ccc([N+](=O)[O-])cc1)Nc1nc(-c2ccc(Cl)s2)cs1	-5	i	-10	i	i	i	i	2	i	i	i
COc1ccc(NC(=O)CSc2ccc3nnc(-c4cccnc4)n3n2)cc1	10	i	-2	i	i	i	i	0	i	i	i
Cc1cccc(NC(=O)COC(=O)CCc2ccc(S(=O)(=O)N3CCOCC3)cc2)c1C	4	i	-4	i	i	i	i	3	i	i	i
COc1ccc(-c2ccnc3ncnn23)cc1	-1	i	-7	i	i	i	i	nt	i	i	i
COC(=O)C(C)Sc1ccc2nnc(CCNS(=O)(=O)c3ccccc3)n2n1 (stereo not given)	2	i	-15	i	i	i	i	-1	i	i	i
O=C1c2ccccc2NC(c2cc(Cl)cc(Cl)c2O)N1Cc1cccnc1 (stereo not given)	2	i	-10	i	i	i	i	3	i	i	i
COCCNC(=O)C(c1ccc(C)o1)N(CCOC)C(=O)Cn1nnc2ccccc21 (stereo not given)	8	i	-6	i	i	i	i	1	i	i	i
O=C(Nc1cccc(Br)c1)c1cc(=O)c2ccccc2o1	0	i	-2	i	i	i	i	-2	i	i	i
CCC1C(=O)n2nc(-c3ccccc3)cc2N=C1C (stereo not given)	4	i	-9	i	i	i	i	-6	i	i	i
Cc1ccc(C(=O)OCC(=O)Nc2cc(C(C)(C)C)nn2-c2ccccc2)c(O)c1	1	i	-6	i	i	i	i	-1	i	i	i
COc1ccc(N2CCN(Cc3nc4sc(C)c(C)c4c(=O)[nH]3)CC2)cc1	-1	i	-14	i	i	i	i	nt	i	i	i
Cn1c(SCC(=O)N2CCCCC2)nc2cccnc21	6	i	-10	i	i	i	i	9	i	i	i
O=[N+]([O-])c1cn(Cc2ccccc2)cn1	-1	i	-12	i	i	i	i	3	i	i	i
Cc1cc(C)cc(C(=O)NCC(=O)OCC(=O)NCC(F)(F)F)c1	-12	i	-10	i	i	i	i	4	i	i	i
O=C(Nc1ccc(Cl)cn1)c1ccc(-c2cc(Cl)ccc2Cl)o1	4	i	-8	i	i	i	i	3	i	i	i
Cc1ccc(Nc2cc(C)nn2-c2nc(C)cc(C)n2)cc1	1	i	-5	i	i	i	i	-3	i	i	i
O=c1oc2ccccc2nc1/C=C(\O)c1ccccc1	-9	i	-6	i	i	i	i	nt	i	i	i
Cc1cc(C)n(-c2ccn(Cc3ccc(Cl)cc3Cl)c(=O)n2)n1	-7	i	-8	i	i	i	i	5	i	i	i
COc1ccc(CCN(C)CCC(=O)Nc2cccc(C)c2)cc1OC	-1	i	-6	i	i	i	i	nt	i	i	i
O=C(CC(Cc1ccccc1)C(=O)O)NCCc1ccc2c(c1)OCO2 (stereo not given)	10	i	-2	i	i	i	i	2	i	i	i
CCN(CC)C(=O)C1CCN(Cc2cn(C)nc2-c2ccc(Oc3ccccc3)cc2)CC1	9	i	-10	i	i	i	i	0	i	i	i
Cc1cc(NC(=O)c2ccccc2)n(C(C)(C)C)n1	10	i	-10	i	i	i	i	nt	i	i	i
O=C(O)CCSc1nc2ccc(Br)cc2[nH]1	-9	i	-2	i	i	i	i	7	i	i	i
COc1ccc2[nH]c(=O)c(CN(CCN(C)C)C(=O)NCc3ccccc3)cc2c1	8	i	-7	i	i	i	i	-1	i	i	i

Later entries:
SMILES	Platelet DG rel	TRPC4 block	hERG rescue	TRPC4 PAM	KCNQ1 block	PolyA inhibitor	TRPC4 agonist	DYRK1A inh	KCNQ1 act	KCNK3 block	KCNK9 inh
C[C@H](O)[C@H](O)[C@H]1CNc2nc(N)[nH]c(=O)c2N1	-1	i	-6	i	i	i	i	7	i	i	i
CCN(c1ccccc1)S(=O)(=O)c1ccc(OC)c(OC)c1	-13	i	-10	i	i	i	i	5	i	i	i
CN1CCN(C(=S)NC(=O)c2cccc([N+](=O)[O-])c2)CC1	-4	i	-4	i	i	i	i	nt	i	i	i
O=C1C2CC=CCC2C(=O)N1c1ccc(OCC(O)Cn2nnc3ccccc32)cc1 (stereo not given)	1	i	-7	i	i	i	i	0	i	i	i

Shown bar-delimited: entries from further up.
structure | Platelet DG rel | TRPC4 block | hERG rescue | TRPC4 PAM | KCNQ1 block | PolyA inhibitor | TRPC4 agonist | DYRK1A inh | KCNQ1 act | KCNK3 block | KCNK9 inh
CN1CCN(C(=S)NC(=O)c2cccc([N+](=O)[O-])c2)CC1 | -4 | i | -4 | i | i | i | i | nt | i | i | i
O=C1C2CC=CCC2C(=O)N1c1ccc(OCC(O)Cn2nnc3ccccc32)cc1 (stereo not given) | 1 | i | -7 | i | i | i | i | 0 | i | i | i
